Source: PubChem
E coli growth: counter-screen for AddAB inhibitors: E. coli growth inhibition | E. coli V3065 growth, OD600 absorbance, 18 h | inhibition, % at 11.9 µM | 330,000 compounds, 0.27% hits;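 active = inhibition above the campaign's mean inhibition across all tested compounds plus 3 SD, cut at about 9.9% in these data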;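 also: uninfected addAB+ strain grown without phage in ampicillin broth; 0% = DMSO wells and 100% = ciprofloxacin 0.95 µg/ml wells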
HTR5A ag: HTR5A agonism, opioid heterodimer counter-screen; activation, % at 9.3 µM; 340,000 compounds, 0.61% hits; AID 504692; HTR5A agonist assay, luminescence, cell-based; in the data active = activation mostly above about 9.5%, no sharp cut-off; inactive = mostly below about 7.6%;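 also: 0% = cells with vehicle only and 100% = reference agonist; strong numbers were not always called active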
Target sequence (P47898 whole entry, looked up): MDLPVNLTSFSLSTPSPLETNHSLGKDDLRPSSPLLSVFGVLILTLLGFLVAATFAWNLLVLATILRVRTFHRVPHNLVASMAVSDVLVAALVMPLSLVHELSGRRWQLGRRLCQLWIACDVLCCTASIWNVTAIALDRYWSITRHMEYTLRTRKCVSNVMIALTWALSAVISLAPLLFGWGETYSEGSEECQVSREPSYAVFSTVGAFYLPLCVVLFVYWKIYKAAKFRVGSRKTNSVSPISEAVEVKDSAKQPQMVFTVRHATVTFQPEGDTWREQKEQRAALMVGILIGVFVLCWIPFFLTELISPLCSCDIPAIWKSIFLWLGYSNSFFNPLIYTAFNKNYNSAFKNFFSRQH
PKA-R2B activ: activators of human PKA-R2B complex; P22694+P31323; PKA-R2B holoenzyme dissociation, Cy5-IP20 fluorescence polarization; R2B truncated from residue 108, S112A mutant; 0% DMSO only, 100% 113 µM cGMP; activation, % at 11.4 µM; 340,000 compounds, 0.079% hits;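 active = activation above a cutoff set at the mean over all compounds plus 3 SD, cut at about 18% in these data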;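 also: higher means more holoenzyme dissociation and a rise in polarization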
HTR5A inv ctr: inverse agonist of human HTR5A in OPRM1-OPRD1 counter-screen; HTR5A cell line, luminescence, inverse agonism; inhibition, % at 9.3 µM; 340,000 compounds, 0.083% hits; AID 504634; in the data active = inhibition mostly above about 23%, no sharp cut-off; inactive = mostly below about 18%;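 also: 0% = cells with DMSO and 100% = no-cell wells with DMSO; some compounds called inactive have numbers as strong as hits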
phage Ecoli inh: E. coli growth loss with phage present; growth absorbance; inhibition, % at 11.9 µM; 360,000 compounds, 0.26% hits; in the data active = inhibition above about 11%
CDK5 p35 inh: inhibitors of human CDK5/p35 kinase; Q00535+Q15078; Recombinant CDK5/p35, ADP-Glo luminescence, 60 min; inhibition, % at 10 µM; 330,000 compounds, 0.01% hits; AID 488839;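 active = highest replicate inhibition of at least 50% and at least 75% of replicates reaching 50%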;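 also: plate controls were DMSO neutral control for no effect and GW8510 at 10 µM for full effect; many of its hits are not listed in these tables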
Target sequence (Q00535 whole entry, looked up): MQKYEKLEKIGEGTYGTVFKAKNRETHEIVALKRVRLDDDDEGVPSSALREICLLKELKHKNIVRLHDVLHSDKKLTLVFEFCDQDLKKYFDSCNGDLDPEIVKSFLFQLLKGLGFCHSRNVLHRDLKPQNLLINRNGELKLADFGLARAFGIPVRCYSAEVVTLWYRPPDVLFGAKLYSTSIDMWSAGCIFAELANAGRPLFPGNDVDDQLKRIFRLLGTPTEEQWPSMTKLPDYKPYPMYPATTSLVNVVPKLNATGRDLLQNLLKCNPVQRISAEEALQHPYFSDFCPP
Target sequence (Q15078 whole entry, looked up): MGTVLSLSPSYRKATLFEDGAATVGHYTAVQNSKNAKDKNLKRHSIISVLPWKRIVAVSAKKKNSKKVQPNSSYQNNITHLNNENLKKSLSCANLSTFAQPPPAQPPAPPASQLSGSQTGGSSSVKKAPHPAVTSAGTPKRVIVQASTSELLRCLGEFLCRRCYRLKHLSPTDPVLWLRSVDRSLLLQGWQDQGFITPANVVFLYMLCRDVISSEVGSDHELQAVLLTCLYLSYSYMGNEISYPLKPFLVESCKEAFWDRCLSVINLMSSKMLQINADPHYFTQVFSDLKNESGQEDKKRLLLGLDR
AddAB inh: less growth of phage-infected E. coli with AddAB | E. coli expressing H. pylori AddAB, absorbance growth | inhibition, % at 11.9 µM | 330,000 compounds, 0.29% hits; in the data active = inhibition above about 12%;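 also: 0% = vehicle wells of infected cells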
Tat transport: inhibitors of E. coli Tat protein transport; 340,000 compounds, 0.036% hits; inhibition, % at 10 µM; E. coli MC4100 TorA-mCherry Tat export, fluorescence; AID 488895;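 active = mean replicate inhibition at least 50% and at least half of replicates individually reaching 50%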;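 also: exported cargo escapes ClpAP degradation while cytoplasmic cargo is degraded and loses fluorescence; 0% = median of neutral control wells and 100% = median of NaSCN control wells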
DAGLB inh: diacylglycerol lipase beta (human) inhibition; 340,000 compounds, 0.059% hits; AID 504411; inhibition, % at 5.17 µM; Q8NCG7; HEK293T DAGLB membrane lysate, EnzChek fluorogenic substrate; in the data active = inhibition above about 34%;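 also: 0% = enzyme with vehicle and 100% = wells lacking enzyme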
SUMO Mot1 rescue: blocks SUMOylation pathway, rescuing yeast Mot1-301 growth; S. cerevisiae Mot1-301 growth rescue, ATP luminescence, 38.5C; percent above DMSO median, 100 means doubled; growth rescue, % at 18.8 µM; 320,000 compounds, 1% hits;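 active = every valid replicate shows activation above 250% relative to neutral control wells; inactive = the rest, any valid replicate at or below 250%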;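 also: OY570 slx delta 5 strain wells were the positive control but not used for scaling; some compounds called inactive have numbers as strong as hits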
PKA-R1A act: PKA-R1A complex activation. PKA-R1A dissociation, Cy5-IP20 fluorescence polarization; scaled: DMSO 0%, 113 µM cGMP 100%. activation, % at 11.4 µM. 340,000 compounds, 0.083% hits;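 active = percent activation above the mean of all tested compounds plus 3 SD, cut at about 19% in these data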;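 also: higher means more PKAc released from R1A so a rise in polarization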
The depositor's hits bear a star. Rows were taken by chance; about 2.3% have a hit in one of these screens.

Cc1ccc(NC(=O)CCCSc2nc3ccccc3[nH]2)cc1 was read as E coli growth 14*, HTR5A ag 0, PKA-R2B activ 12, HTR5A inv ctr 1, phage Ecoli inh 12*, CDK5 p35 inh -1.5, AddAB inh 10.0, Tat transport -28, DAGLB inh -1, SUMO Mot1 rescue -2 and PKA-R1A act 0.
COc1ccc(-c2c(C#N)c(N)nc3c2CCC3)cc1 was read as E coli growth -0.9, HTR5A ag -1, PKA-R2B activ 0, HTR5A inv ctr 4, phage Ecoli inh 3.1, CDK5 p35 inh 1.1, AddAB inh -1.4, Tat transport -3, DAGLB inh -1 and PKA-R1A act -9.
For COc1ccccc1N1CCN(C(=O)c2ccc(-c3ccccc3)cc2)CC1 the results were E coli growth -1.0, HTR5A ag 5, PKA-R2B activ -5, HTR5A inv ctr -19, phage Ecoli inh 0.1, CDK5 p35 inh 1.1, AddAB inh 0.7, Tat transport -5, DAGLB inh -2, SUMO Mot1 rescue active and PKA-R1A act 1.
For O=C(COC(=O)c1ccc(O)cc1)NCCCc1ccccc1 the results were HTR5A ag 2, PKA-R2B activ -2, HTR5A inv ctr -22, phage Ecoli inh 5.5, CDK5 p35 inh -3.3, Tat transport 11, DAGLB inh -1 and PKA-R1A act -2.
Cc1ccc(SC(C)C(=O)N2CCCC2)cc1 (stereo unspecified) was read as E coli growth -0.8, HTR5A ag 1, PKA-R2B activ 4, HTR5A inv ctr -10, phage Ecoli inh 0.5, CDK5 p35 inh -1.4, AddAB inh 1.6, Tat transport 3, DAGLB inh -1, SUMO Mot1 rescue 16 and PKA-R1A act -5.
CCn1c(=O)cc(SCC(=O)NCCCN2CCN(c3ccc(F)cc3)CC2)c2ccccc21 was read as E coli growth 0.8, HTR5A ag -3, PKA-R2B activ 4, HTR5A inv ctr 14, phage Ecoli inh 0.5, CDK5 p35 inh -0.6, AddAB inh 1.9, Tat transport 0, DAGLB inh 2, SUMO Mot1 rescue -5 and PKA-R1A act -9.
For COC(=O)CSc1cc(C)nc(SC)n1 the results were E coli growth 1.0, HTR5A ag 0, PKA-R2B activ 11, HTR5A inv ctr 0, phage Ecoli inh 1.2, CDK5 p35 inh 1.6, AddAB inh 3.6, Tat transport -3, DAGLB inh 1, SUMO Mot1 rescue -1 and PKA-R1A act 13.
`Cc1oc(-c2cccc(C(F)(F)F)c2)nc1CN1CCOCC1` gave E coli growth 1.8, HTR5A ag 2, PKA-R2B activ -1, HTR5A inv ctr 8, phage Ecoli inh 2.5, CDK5 p35 inh -0.6, AddAB inh 3.2, Tat transport 4, DAGLB inh -2, SUMO Mot1 rescue -13 and PKA-R1A act -5.
Screening COc1ccc(C)cc1NC(=O)c1cc(C2CC2)nc2c1c(C)nn2C1CCS(=O)(=O)C1 (stereo unspecified) returned HTR5A ag -2, PKA-R2B activ -1, HTR5A inv ctr 5, phage Ecoli inh 0.9, CDK5 p35 inh -1.0, Tat transport 0, DAGLB inh -1 and PKA-R1A act 2.
Screening CN(CC(=O)Nc1ncn[nH]1)S(=O)(=O)c1ccc(Br)cc1 returned E coli growth 0.1, HTR5A ag 4, PKA-R2B activ -8, HTR5A inv ctr -11, phage Ecoli inh -0.9, CDK5 p35 inh -0.9, AddAB inh 0.3, Tat transport 0, DAGLB inh 2, SUMO Mot1 rescue -12 and PKA-R1A act -3.
For Cn1c(SCc2ccccc2Br)nc2ccccc2c1=O the results were E coli growth -1.4, HTR5A ag 2, PKA-R2B activ -2, HTR5A inv ctr -9, phage Ecoli inh 0.2, CDK5 p35 inh 0.5, AddAB inh 1.2, Tat transport 3, DAGLB inh -2, SUMO Mot1 rescue 5 and PKA-R1A act 1.
For CCC(=O)Nc1c2c(nc3c1CCC3)CCCC2 the results were E coli growth 0.8, HTR5A ag 4, PKA-R2B activ -4, HTR5A inv ctr -22, phage Ecoli inh 3.6, CDK5 p35 inh 0.9, AddAB inh 4.3, Tat transport 4, DAGLB inh 1, SUMO Mot1 rescue 4 and PKA-R1A act -5.
For CCN(CC)C(=O)C1CCN(Cc2ccc(OCc3ccccc3)c(OC)c2)CC1 the results were E coli growth -0.3, HTR5A ag -1, PKA-R2B activ -6, HTR5A inv ctr 3, phage Ecoli inh -1.2, CDK5 p35 inh -4.5, AddAB inh 0.5, Tat transport 21, DAGLB inh 1, SUMO Mot1 rescue -13 and PKA-R1A act -5.
For O=C1CN(C(=O)COc2c(F)c(F)cc(F)c2F)c2ccccc2N1 the results were E coli growth 1.1, HTR5A ag -1, PKA-R2B activ 1, HTR5A inv ctr 1, phage Ecoli inh 4.2, CDK5 p35 inh 0.2, AddAB inh -2.7, Tat transport 4, DAGLB inh 0, SUMO Mot1 rescue 1 and PKA-R1A act 4.
`O=C(NC1CCCCCC1)C1CC(=O)N(Cc2ccccc2)C1` (stereo unspecified) gave E coli growth 2.8, HTR5A ag 0, PKA-R2B activ 0, HTR5A inv ctr -14, phage Ecoli inh 0.0, CDK5 p35 inh -1.2, AddAB inh -0.4, Tat transport 4, DAGLB inh 2, SUMO Mot1 rescue -18 and PKA-R1A act -5.
`CC(=O)c1ccc(Nc2nc(NCCO)nc(OC(C(F)(F)F)C(F)(F)F)n2)cc1` gave E coli growth 0.7, HTR5A ag 1, PKA-R2B activ -5, HTR5A inv ctr -4, phage Ecoli inh 1.3, CDK5 p35 inh -0.5, AddAB inh -3.7, Tat transport -5, DAGLB inh -3, SUMO Mot1 rescue -10 and PKA-R1A act 3.
Screening COc1ccc(NC(=O)Nc2ccc3c(c2)CCC3)cc1OC returned E coli growth 2.2, HTR5A ag 7, PKA-R2B activ -1, HTR5A inv ctr 3, phage Ecoli inh 2.9, CDK5 p35 inh -1.2, AddAB inh 1.3, Tat transport -1, DAGLB inh 2, SUMO Mot1 rescue 6 and PKA-R1A act -4.
Screening CCOc1ccc2nc(SCC(=O)NC3CCCc4ccccc43)sc2c1 (stereo unspecified) returned E coli growth -0.2, HTR5A ag 6, PKA-R2B activ -3, HTR5A inv ctr 1, phage Ecoli inh 2.9, CDK5 p35 inh 0.1, AddAB inh 0.6, Tat transport 1, DAGLB inh -15, SUMO Mot1 rescue -13 and PKA-R1A act -3.
For O=C(/C=C/c1ccc(Cl)cc1)Nc1ccc(N2CCOCC2)cc1 the results were E coli growth 0.5, HTR5A ag -2, PKA-R2B activ -7, HTR5A inv ctr 6, phage Ecoli inh 4.3, CDK5 p35 inh -6.1, AddAB inh -0.4, Tat transport 15, DAGLB inh 2, SUMO Mot1 rescue 4 and PKA-R1A act -5.
COc1cc2c(c3ccccc13)CCCC2=O was read as HTR5A ag -3, PKA-R2B activ -7, HTR5A inv ctr 11, phage Ecoli inh 2.1, CDK5 p35 inh -1.1, Tat transport -6, DAGLB inh -5 and PKA-R1A act -6.
`Cn1c(SCC(O)c2ccccc2)nnc1-c1ccc2ccccc2c1` (stereo unspecified) gave E coli growth 0.4, HTR5A ag 5, PKA-R2B activ 1, HTR5A inv ctr -18, phage Ecoli inh 1.2, CDK5 p35 inh -3.8, AddAB inh 4.6, Tat transport 5, DAGLB inh -1, SUMO Mot1 rescue 2 and PKA-R1A act -11.
Screening COc1ccccc1N(C(=O)NCc1ccccc1)C1=NCC(C)S1 (stereo unspecified) returned E coli growth -0.6, HTR5A ag -2, PKA-R2B activ -4, HTR5A inv ctr -5, phage Ecoli inh 3.1, CDK5 p35 inh 0.1, AddAB inh 1.2, Tat transport 5, DAGLB inh -3, SUMO Mot1 rescue -11 and PKA-R1A act -1.
For CC(C)Oc1ccc(CNC(=O)CCCN2C(=O)C(c3ccccc3)Oc3cccnc32)cc1 (stereo unspecified) the results were E coli growth -3.2, HTR5A ag 2, PKA-R2B activ -3, HTR5A inv ctr -28, phage Ecoli inh -0.2, CDK5 p35 inh -1.2, AddAB inh 1.9, Tat transport -5, DAGLB inh 1, SUMO Mot1 rescue 3 and PKA-R1A act 0.
O=c1[nH]c2cc3c(cc2cc1C(c1nnnn1C1CCCC1)N1CCSCC1)OCCO3 (stereo unspecified) was read as E coli growth -0.2, HTR5A ag 1, PKA-R2B activ -2, HTR5A inv ctr 5, phage Ecoli inh 3.6, CDK5 p35 inh 0.4, AddAB inh 2.5, Tat transport -11, DAGLB inh 5, SUMO Mot1 rescue -10 and PKA-R1A act -14.
COC(=O)C1C2CCC(C2)C1C(=O)OCC(=O)c1ccccc1 (stereo unspecified) was read as E coli growth -1.1, HTR5A ag 4, PKA-R2B activ -7, HTR5A inv ctr -13, phage Ecoli inh 2.3, CDK5 p35 inh -1.1, AddAB inh 3.4, Tat transport -2, DAGLB inh -3, SUMO Mot1 rescue -14 and PKA-R1A act -4.
C=CCN(C(=O)CCC(=O)Nc1cc(C)on1)C(C(=O)NC(C)(C)C)c1ccc(OC)cc1 (stereo unspecified) was read as E coli growth -0.3, HTR5A ag 6, PKA-R2B activ 0, HTR5A inv ctr -7, phage Ecoli inh 2.0, CDK5 p35 inh 0.2, AddAB inh -0.5, Tat transport -1, DAGLB inh 0, SUMO Mot1 rescue 7 and PKA-R1A act -6.
`OCCC1CN(Cc2ccc3c(c2)CCO3)CCN1C1CCCC1` (stereo unspecified) gave E coli growth 3.2, HTR5A ag 0, PKA-R2B activ 1, HTR5A inv ctr -1, phage Ecoli inh 5.0, CDK5 p35 inh 0.5, AddAB inh 4.9, Tat transport -4, DAGLB inh 2, SUMO Mot1 rescue -5 and PKA-R1A act 6.
For O=C(Nc1cccc(Br)c1)c1cc(S(=O)(=O)N2CCOCC2)cs1 the results were E coli growth 0.9, HTR5A ag -4, PKA-R2B activ 4, HTR5A inv ctr 11, phage Ecoli inh 1.9, CDK5 p35 inh -0.7, AddAB inh -0.1, Tat transport 0, DAGLB inh -3, SUMO Mot1 rescue 13 and PKA-R1A act -5.
Cc1onc(C(=O)Nc2cccnc2Cl)c1[N+](=O)[O-] was read as E coli growth 0.9, HTR5A ag -2, PKA-R2B activ -1, HTR5A inv ctr 16, phage Ecoli inh 6.0, CDK5 p35 inh -0.1, AddAB inh 2.8, Tat transport -1, DAGLB inh 2, SUMO Mot1 rescue 9 and PKA-R1A act 1.
Screening O=C(c1ccco1)N1CCN(c2ccc([N+](=O)[O-])cc2Cl)CC1 returned E coli growth -0.6, HTR5A ag 8, PKA-R2B activ -3, HTR5A inv ctr -9, phage Ecoli inh 0.8, CDK5 p35 inh 0.7, AddAB inh -0.7, Tat transport 1, DAGLB inh -1, SUMO Mot1 rescue -3 and PKA-R1A act 9.
